a7 integrin act: qHTS for Activators of Integrin-Mediated Alleviation for Muscular Dystrophy; alpha7betagal myoblasts, beta-gal FDG fluorescence, 48 h; Potency, µM (highest dose often 38.3 µM), for inactives: top-dose activation, most hits filed as activators; actives 0.064% (n = 350,000); AID 624291, 2012;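 further: potency means the concentration at half of the fitted maximal effect; 100% = response of the positive control SU9516; nearly all actives have a fitted effect of over 60% in size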
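alpha7betagal+/- myoblasts (passage 13, 250/well) treated 48 h at 37C with compounds at 1:260 dilution of DMSO stock. Lysed, then beta-galactosidase activity read as FDG fluorescence (ex 480/em 540) after 30 min, with pre-read for autofluorescence.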
GALK inh: qHTS Assay for Inhibitors of Human Galactokinase (GALK); Purified GALK, Kinase-Glo residual ATP luminescence; Potency, µM (top dose mostly 57.5 µM), without a hit: at the top dose activity change, negative = inhibition, actives largely listed as inhibitors; actives 0.007% (n = 270,000); further: potency means the concentration at half of the fitted maximal effect; on the % scale 0 is the no-effect control and ±100 the full control effect
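The enzyme phosphorylates galactose (100 uM) using ATP (35 uM); inhibition is detected as higher residual ATP, quantified by bioluminescence after 1 h reaction at room temperature, pH 8.0.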
Tb PFK inh: qHTS Assay to Find Inhibitors of T. brucei phosphofructokinase; ATP-dependent 6-phosphofructokinase (Trypanosoma brucei brucei), O15648; T. brucei PFK, ADP-Glo luminescence; Potency, µM (top dose mostly 57.5 µM), for the others: at the highest dose activity, negative = inhibition, actives largely listed as inhibitors; actives 0.17% (n = 330,000); AID 485367, 2010;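 further: potency means the concentration at half of the fitted maximal effect; 0% = uninhibited 1x PFK enzyme wells and -100% = no-enzyme wells; nearly all actives have a fitted effect of over 60% in size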
Target sequence (O15648 whole entry, looked up): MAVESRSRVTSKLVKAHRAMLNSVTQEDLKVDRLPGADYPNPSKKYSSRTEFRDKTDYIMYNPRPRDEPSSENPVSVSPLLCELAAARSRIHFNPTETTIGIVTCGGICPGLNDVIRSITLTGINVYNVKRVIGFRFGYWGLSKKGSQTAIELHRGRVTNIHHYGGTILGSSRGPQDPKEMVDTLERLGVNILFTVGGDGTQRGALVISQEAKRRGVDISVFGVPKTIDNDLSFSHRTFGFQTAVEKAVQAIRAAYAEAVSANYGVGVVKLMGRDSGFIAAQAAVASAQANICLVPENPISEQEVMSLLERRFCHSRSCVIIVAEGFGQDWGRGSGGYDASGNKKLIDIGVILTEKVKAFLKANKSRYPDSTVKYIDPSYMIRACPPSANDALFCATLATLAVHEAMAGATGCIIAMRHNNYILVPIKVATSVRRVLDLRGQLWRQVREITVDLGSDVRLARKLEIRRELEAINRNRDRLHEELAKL
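Luminescent ADP detection (ADP-Glo, two-step: ATP depletion then ADP-to-ATP conversion for luciferase) reported PFK activity after 45 min room-temperature reaction of 1.25 nM enzyme with 0.5 mM F6P and 0.1 mM ATP at pH 8.0.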
B2AR arrestin: qHTS assay of beta-arrestin-biased ligands of beta2-adrenergic receptor | AID 492947, 2010 | Potency, µM (top dose mostly 46.1 µM), for inactives: at the highest dose activation, usual class: activators | Beta-2 adrenergic receptor (Homo sapiens), P07550 | beta-arrestin recruitment to beta2AR, cell-based reporter | actives 0.02% (n = 330,000);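 further: potency means the concentration at half of the fitted maximal effect; 0% = DMSO controls and full agonism = EC100 isoproterenol or metaproterenol; nearly all actives have a fitted effect of over 65% in size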
PKM2 act: qHTS Assay for Activators of Human Muscle isoform 2 Pyruvate Kinase; Potency, µM (titrated, usually from 57.5 µM), for inactives: top-dose activation, actives largely listed as activators; Pyruvate kinase PKM (Homo sapiens), P14618; purified PKM2, Kinase-Glo ATP luminescence, activation; response scale: 0% is enzyme alone, no compound; actives 0.34% (n = 260,000); AID 1631, 2009; further: potency means the concentration at half of the fitted maximal effect; on the % scale 0 is the no-effect control and ±100 the full control effect; nearly all actives have a fitted effect of over 55% in size
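hPK-M2, >95% pure; 0.1 mM ADP / 0.5 mM PEP final; imidazole pH7.2 buffer w/ 7 mM MgCl2, 50 mM KCl; 1 h RT; Kinase-Glo lum. Intermediate enzyme activity for dual inhibitor/activator qHTS.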
FBPA coupling cs: qHTS Assay for Inhibitors of Fructose-1,6-bisphosphate Aldolase from Giardia Lamblia: Coupling assay counterscreen. coupling enzyme system counterscreen, AmpLite Red fluorescence. activity change, negative = inhibition, % at 58.2 µM, hits read low. actives 0.67% (n = 290,000); in the data active means activity change below about -30%; further: on the % scale 0 is the no-effect control and ±100 the full control effect
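Final compound at 57.5 uM, incubated 10 min at RT with coupling enzyme reagent (glyceraldehyde-3-phosphate), then 20 min with substrate and AmpLite Red detection. Fluorescence read at 525/598 nm; tests interference with the coupling assay, not aldolase inhibition.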
BCR signal inh: qHTS Assay to Find Inhibitors of Chronic Active B-Cell Receptor Signaling; ABC-DLBCL IkBa-CBG/CBR reporter, luminescence ratio, 4 h; Potency, µM (top dose mostly 46.1 µM), inactives show top-dose ratio change, negative = lower green/red ratio, actives largely listed as inhibitors; actives 0.05% (n = 340,000); AID 493014, 2011; active means well fitted inhibition curve with a large enough effect in the signal ratio, with a control signal flat, not every such curve was filed as active; inconclusive means small, poorly fitted or top-dose-only effect, or effect the other way, or a change in a side signal; the % refers to the signal ratio;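 further: potency means the concentration at half of the fitted maximal effect; plate controls were basal doxycycline-induced cells for no effect and cells given 10 µM MG132 for full effect; MG132 reads +100%, hits lower the ratio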
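TMD8 ABC-DLBCL cells carrying doxycycline-inducible green luciferase fused to IkappaBalpha plus unfused red luciferase were exposed to compounds (up to 46 uM) for 4 hrs at 37C. Activity came from the overlap-corrected green/red luminescence ratio.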
ASM inhibitor: Inhibitors of Secretory Acid Sphingomyelinase (S-ASM): qHTS; Sphingomyelin phosphodiesterase (Homo sapiens), P17405; placental ASM, HMU-PC fluorogenic substrate, 60 min; Potency, µM (series often up to 57.5 µM), inactives show at the highest dose activity change, negative = inhibition, usual class: inhibitors; actives 0.006% (n = 340,000); AID 504937, 2011; further: potency means the concentration at half of the fitted maximal effect
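Human placenta-derived ASM enzyme was preincubated with compound for 10 minutes at room temperature, then given fluorogenic substrate HMU-PC0 (9 uM final) for 60 minutes at 37 °C; a pH 10 stop preceded fluorescence reading at Ex 386/Em 447 nm.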
Menin MLL FP TR: qHTS Assay for Inhibitors Targeting the Menin-MLL Interaction in MLL Related Leukemias: Competition With Texas Red Labeled MLL-derived Mutant Peptide; Potency, µM (top dose mostly 61.6 µM), for inactives: at the top dose FP activity change, negative = inhibition, most hits filed as inhibitors; Menin + Texas Red MLL mutant peptide, fluorescence polarization; O00255; actives 0.23% (n = 270,000); active means well fitted inhibition curve with a large enough effect in the polarisation, with a control signal flat, not every such curve was filed as active; inconclusive means small, poorly fitted or top-dose-only effect, or effect the other way, or a change in a side signal; inactive means no such curve, though single readings can be large or run the other way; the % refers to the polarisation; further: potency means the concentration at half of the fitted maximal effect; % of control where 0% means no effect; many of its hits are not listed in these tables
Giardia killer: Small Molecules that selectively kill Giardia lamblia: qHTS; Giardia lamblia trophozoite viability; activity change, % at 7.66 µM, hits read low; actives 0.15% (n = 340,000); in the data active means activity change below about -80%; inconclusive means between about -30% and that limit;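 further: parasites exposed to compound for two days anaerobically before the ATP read; on the % scale 0 is the no-effect control and ±100 the full control effect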
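Media and compound were dispensed first, then trophozoites at 100 cells/well; plates sat 48 hrs at 37 deg C without oxygen before ATP luminescence reagent was added and read after 15-30 min at room temperature.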
TSG101-PTAP inh: qHTS Assay for Iinhibitors of HIV-1 Budding by Blocking the Interaction of PTAP/TSG101; Fluorescence polarization, FITC-PTAP peptide / Tsg101 binding; Potency, µM (top dose mostly 115 µM), without a hit: at the highest dose activity change, negative = inhibition, actives largely listed as inhibitors; AID 493005, 2010; Tumor susceptibility gene 101 protein (Homo sapiens), Q99816; 340,000 tested, under 10 active; active means well fitted inhibition curve with a large enough effect in the main read-out, with a control signal flat, not every such curve was filed as active; inconclusive means small, poorly fitted or top-dose-only effect, or effect the other way, or a change in a side signal; inactive means no such curve, though single readings can be large or run the other way; further: potency means the concentration at half of the fitted maximal effect; % of control where 0% means no effect
Target sequence (Q99816 whole entry, looked up): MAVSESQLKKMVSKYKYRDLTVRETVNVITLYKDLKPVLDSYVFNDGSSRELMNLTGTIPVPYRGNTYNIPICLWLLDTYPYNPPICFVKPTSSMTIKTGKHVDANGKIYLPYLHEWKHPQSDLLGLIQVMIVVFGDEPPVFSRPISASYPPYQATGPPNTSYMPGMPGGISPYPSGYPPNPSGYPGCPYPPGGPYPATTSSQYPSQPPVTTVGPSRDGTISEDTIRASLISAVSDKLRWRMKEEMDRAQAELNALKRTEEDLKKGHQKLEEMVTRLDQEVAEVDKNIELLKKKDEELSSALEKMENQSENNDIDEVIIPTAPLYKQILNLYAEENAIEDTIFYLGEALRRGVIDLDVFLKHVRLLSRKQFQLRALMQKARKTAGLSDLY
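Fluorescence polarization binding of Tsg101 binding domain (10 uM final) to FITC-labeled PTAP peptide (50 nM final) in HEPES pH 7.5 buffer with NaCl, Tween 20, EDTA, TCEP. Compounds added before peptide; binding 20 min at RT.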
Numbers without * were called inactive; ? = inconclusive; . = no result given; & = joins results of further samples; [ ] = dose if it differs, or a comment. Unless noted, the call rests on the fitted dose curve; in most records, active means well fitted curve in the direction sought with a large enough effect; inconclusive means small, poorly fitted or top-dose-only effect, or another doubt; inactive means no such curve, though single readings can be large; an effect the other way counts as inactive or inconclusive. Some of the compounds tested (hit frequency here may not be typical).

SMILES	a7 integrin act	GALK inh	Tb PFK inh	B2AR arrestin	PKM2 act	FBPA coupling cs	BCR signal inh	ASM inhibitor	Menin MLL FP TR	Giardia killer	TSG101-PTAP inh
Cc1ccc(S(=O)(=O)N(C)C)cc1NC(=O)COC(=O)C1CC1	-12%	.	22%	-0.1%	.	.	-2%	-4%	.	15	-2%
CCOC(=O)CNC(=O)CNC(=O)c1nn(-c2ccc(OC)c(OC)c2)c(=O)c2ccccc12	0%	4%	-20%	-1.4%	.	0	4%	4%	-9%	?	0%
CC(C)CCn1c(SCC(=O)c2ccccc2)nc2c1c(=O)[nH]c(=O)n2C	23%	2%	.	.	2%	1	.	-4%	5%	-18	-1%
CCc1nnc(NC(=O)c2oc3ccc(Br)cc3c2C)s1	0%	.	4%	0.2%	.	.	?	3%	.	-5	-8%
COc1ccc(Oc2cc(C)c3cccc(C)c3n2)cc1	-4%	5%	0%	-1.0%	6%	3	?	-6%	3%	-6	-4%
Cc1ccc(NC(=O)NC2(C(=O)NCc3ccccc3)CCCCC2)cc1	4%	-4%	4%	-0.6%	4%	2	-5%	0%	-10%	-1	-6%
COc1cc(OC)nc(NC(=O)NS(=O)(=O)c2ccccc2Cl)n1	-7%	2%	1%	-0.4%	-1%	3	0%	3%	.	16	-1%
CCOc1ccc(C(=O)Nc2ccc3c(c2)OCCO3)cc1[N+](=O)[O-]	-1%	6%	2%	-0.4%	0%	-2	?	2%	?	17	0%
Cn1c(SCC(=O)N2CCCC2)nc2ccccc21	?	1%	-1%	-1.1%	5%	-2	1%	1%	-1%	-12	-5%
COc1ccc(C(OC(=O)c2ccco2)C(=O)NC2CCCCC2)cc1 (stereo not drawn)	-67%[inhibitor]	2%	-1%	-0.2%	-8%	1	0%	-1%	-2%	-6	-3%
CC(=O)c1ccc(OCc2cc(C(=O)N3CCN4CCCC4C3)no2)cc1 (stereo not drawn)	13%	-4%	1%	-0.9%	-1%	-1	0%	-2%	-5%	-2	1%
COCC(C)n1c(C)cc(C(=O)CSc2nc(C)c(C)c(C)n2)c1C (stereo not drawn)	17%	1%	0%	-1.0%	7%	0	-1%	1%	.	-28	-1%
CCNc1nc(Oc2ccc(C(=O)OC)cc2)nc(N2CCOCC2)n1	1%	-4%	0%	-0.3%	6%	1	?	-3%	.	2	0%
CCCCn1c(=O)[nH]c(=O)c2c1nc(CN1C(=O)c3ccccc3S1(=O)=O)n2CCC	4%	5%	1%	-0.6%	8%	0	0%	-3%	-5%	-28	-6%
CNC(=O)c1nnsc1S(=O)c1ccc(Cl)cc1 (stereo not drawn)	0%	9%	-17%	-0.2%	.	1	?	-1%	4%	-1	-10%
COc1ccc(NC(=O)c2ccc(Cl)c(NC(=O)c3ccncc3)c2)cc1	.	-1%	2%	-0.1%	-4%	1	?	.	16%	.	.
O=C(Nc1ccc2c(c1)CCC2)c1cnc(Cl)c(Cl)c1	40%	1%	-2%	-0.5%	.	-2	11%	-2%	?	-19	-3%
Nc1ccc(S(=O)(=O)NNC(=O)C(=O)NNc2ccccc2)cc1	7%	1%	-1%	-1.2%	-2%	2	-5%	.	-10%	5	-2%
CC(C)(C)NC(=O)CSc1nc2ccccc2n1-c1ccccc1	0%	-2%	-5%	0.4%	-7%	1	?	-3%	.	5	-3%
COCCN=C(NS(=O)(=O)c1cccs1)c1ccccc1Cl	15%	.	-2%	-0.4%	.	.	?	0%	.	6	-3%
Cc1ccc(SCC2=NN(c3nc(C)cc(C)n3)C(=O)C2)cc1	-12%	-2%	6%	-1.0%	7%	-1	-3%	-3%	0%	?	1%
O=C(COC(=O)CSc1nnc(-c2ccc(Cl)cc2)o1)Nc1cc(Cl)cc(Cl)c1	17%	-4%	-7%	-0.5%	-2%	4	5%	0%	-1%	21	-1%
COc1ccc(Cn2ccnc2SCC(=O)Nc2cccc(NC(C)=O)c2)cc1	10%	-2%	-3%	-0.9%	7%	0	3%	1%	-5%	-9	-1%
CC(=O)c1cc2c(cc1N/C(=N/S(=O)(=O)c1ccc(Br)cc1)c1ccccc1)OCO2	-10%	0%	-1%	-0.1%	2%	-15	0%&-15%	67%	-15%	-16	1%
CCCCN(Cc1ccccc1)S(=O)(=O)c1ccc2[nH]c(=O)oc2c1	21%	4%	-7%	0.2%	0%	16	?	-7%	?	7	0%

An excerpt from above in order of SMILES length, highest first:
SMILES	a7 integrin act	GALK inh	Tb PFK inh	B2AR arrestin	PKM2 act	FBPA coupling cs	BCR signal inh	ASM inhibitor	Menin MLL FP TR	Giardia killer	TSG101-PTAP inh
COc1ccc(C(OC(=O)c2ccco2)C(=O)NC2CCCCC2)cc1 (stereo not drawn)	-67%[inhibitor]	2%	-1%	-0.2%	-8%	1	0%	-1%	-2%	-6	-3%
CC(C)(C)NC(=O)CSc1nc2ccccc2n1-c1ccccc1	0%	-2%	-5%	0.4%	-7%	1	?	-3%	.	5	-3%
COc1ccc(Oc2cc(C)c3cccc(C)c3n2)cc1	-4%	5%	0%	-1.0%	6%	3	?	-6%	3%	-6	-4%

Further records:
SMILES	a7 integrin act	GALK inh	Tb PFK inh	B2AR arrestin	PKM2 act	FBPA coupling cs	BCR signal inh	ASM inhibitor	Menin MLL FP TR	Giardia killer	TSG101-PTAP inh
O=C(O)CN1C(=O)CNC1=O	-11%	0%	-2%	-0.2%	-1%	0	0%	0%	1%	4	-5%
O=C(CCN(NC(=O)c1ccccc1)C1=NS(=O)(=O)c2ccccc21)NC1CCCCC1	-14%	0%	-1%	-0.7%	-22%	8	0%	0%	-8%	2	-4%
COc1ccc(C(NC(C)=O)c2nccc3cc(OC)c(OC)cc23)cc1OC (stereo not drawn)	15%	0%	2%	-0.4%	-1%	2	-6%	5%	-20%	-3	-2%
CC1CC(C)CN(S(=O)(=O)c2ccc(C(=O)N3CCCC3)cc2)C1 (stereo not drawn)	-23%	-4%	-6%	-0.4%	-4%	.	0%	7%	.	9	-6%
O=C1C(=O)N(CCS(=O)(=O)c2ccccc2)c2ccccc21	-12%	-4%	1%	0.1%	.	-13	-1%	2%	5%	-5	1%
CCC(C(=O)NCc1ccco1)n1nc(C)c2c(C)n(-c3ccccc3)nc2c1=O (stereo not drawn)	-2%	2%	0%	-1.0%	.	.	1%	2%	.	-23	4%
COC(=O)[C@@]1(Cc2ccc(OC)cc2)[C@H]2c3cc(C(=O)N(C)C)n(C[C@H](O)CO)c3C[C@H]2CN1C(=O)c1ccccc1	8%	.	-4%	-0.8%	9%&-2%	-8&3	0%	2%	-11%&-1%	4	-1%
COc1cccc(/C=N/Nc2nc3ccccc3[nH]2)c1OC	8%	2%	-6%	-0.3%	1%	2	?	2%	.	-17	-1%
O=C(c1cc(Cl)nc2ccccc12)N1CCN(Cc2ccc3c(c2)OCO3)CC1	-2%	.	-7%	0.2%	.	.	-1%	4%	.	-4	-5%
Cc1cccc(-c2cc(C(=O)NCc3ccccn3)c3ccccc3n2)c1	4%	0%	-6%	0.0%	-2%	1	3%	-1%	-1%	-17	0%
O=[N+]([O-])c1cc(-c2ccc(/C=N/c3nc4ccccn4c3-c3ccco3)o2)ccc1Cl	-41%	1%	-3%	0.2%	1%	-21	?	154%[activator]	?	-14	-3%

Copied from the list.
TSG101-PTAP inh result of Cc1cccc(-c2cc(C(=O)NCc3ccccn3)c3ccccc3n2)c1 is entered as 0%
Giardia killer result of O=C(O)CN1C(=O)CNC1=O is entered as 4
